Assay outcomes from PubChem BioAssay.
MEKK3 PB1 HTS = raises or lowers MEK5 binding to the human MEKK3 PB1 domain | Q99759 | binding response (% of control), % at 10 µM | AID 1529 | hit rate 1.4% among 290,000 | bead-based flow cytometry, Alexa488-MEK5 binding to MEKK3; actives lie on both sides; 0 = blocked by unlabeled MEK5, 100 = vehicle;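 active = binding response more than 3 SD above or below the average of its plate-row segment, actives on both sides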;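 note: Alexa488 bead fluorescence after subtracting the streptavidin-only scavenger bead signal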
Target sequence (Q99759 whole entry, looked up, the tested form may be a part): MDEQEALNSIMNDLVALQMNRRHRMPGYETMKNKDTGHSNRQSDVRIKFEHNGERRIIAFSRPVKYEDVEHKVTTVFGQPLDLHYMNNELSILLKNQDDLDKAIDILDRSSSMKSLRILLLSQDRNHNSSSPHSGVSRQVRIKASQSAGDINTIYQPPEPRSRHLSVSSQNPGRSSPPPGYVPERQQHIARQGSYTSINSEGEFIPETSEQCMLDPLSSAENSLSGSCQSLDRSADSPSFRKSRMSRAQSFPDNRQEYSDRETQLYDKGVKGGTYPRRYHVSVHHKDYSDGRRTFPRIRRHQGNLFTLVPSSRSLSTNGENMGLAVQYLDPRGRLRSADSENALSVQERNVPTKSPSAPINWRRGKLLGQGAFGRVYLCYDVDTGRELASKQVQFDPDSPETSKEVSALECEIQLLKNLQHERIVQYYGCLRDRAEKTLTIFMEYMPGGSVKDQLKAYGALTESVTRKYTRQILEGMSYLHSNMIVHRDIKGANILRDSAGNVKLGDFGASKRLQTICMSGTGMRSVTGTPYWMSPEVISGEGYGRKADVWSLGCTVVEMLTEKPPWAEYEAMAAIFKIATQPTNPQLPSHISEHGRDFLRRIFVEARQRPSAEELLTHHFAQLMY
OXTR ag = human OXTR agonism; CHO-OTR cells, Fluo-8 calcium fluorescence; normalized: DMSO 0%, oxytocin 100%; activation, % at 3 µM; P30559; hit rate 0.32% among 320,000;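 active = activation above the mean of all tested compounds plus 3 SD, cutoff set per screening run, cut at about 20% in these data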;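 note: peak over basal fluorescence ratio from a 100 s FLIPR kinetic read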
Target sequence (P30559 whole entry, looked up): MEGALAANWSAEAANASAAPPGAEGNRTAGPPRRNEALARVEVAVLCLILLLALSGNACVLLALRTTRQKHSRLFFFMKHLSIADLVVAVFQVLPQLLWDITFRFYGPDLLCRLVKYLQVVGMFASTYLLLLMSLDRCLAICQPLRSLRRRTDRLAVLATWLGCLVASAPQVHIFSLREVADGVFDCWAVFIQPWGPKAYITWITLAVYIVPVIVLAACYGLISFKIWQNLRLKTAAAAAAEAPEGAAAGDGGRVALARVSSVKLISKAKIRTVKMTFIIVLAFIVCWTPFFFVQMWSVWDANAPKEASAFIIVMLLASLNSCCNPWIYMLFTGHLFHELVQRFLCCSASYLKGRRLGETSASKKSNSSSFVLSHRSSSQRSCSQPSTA
PfM18AAP inh = PfM18AAP enzyme inhibition. recombinant PfM18AAP, H-Glu-NHMec fluorogenic cleavage. hit rate 1.2% among 290,000. inhibition, % at 7.35 µM;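 active = inhibition above the campaign mean inhibition over all tested compounds plus 3 SD, cut at about 28% in these data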;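 note: 0% = plate median of test compound wells and 100% = 2 mM ZnCl2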
GPR7 antagonist = antagonists of human GPR7 (neuropeptides B/W receptor 1). P48145. GPR7-expressing cells, fluorescence antagonist assay. inhibition, % at 4.4 µM. hit rate 1.1% among 290,000. AID 1861; in the data active = inhibition above about 16%, passing the limit was not always enough;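 note: cells stimulated with the agonist NPW; 0% = agonist with vehicle and 100% = vehicle without agonist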
NALP1 inh = blocks the NALP1 inflammasome reconstituted in yeast; S. cerevisiae NALP1/ASC/caspase-1 growth, X-gal OD620, 72 h; inhibition, % at 10 µM; hit rate 0.61% among 280,000; AID 2071; in the data active = inhibition mostly above about 24%, no sharp cut-off; inactive = mostly below about 32%; note: some compounds called inactive have numbers as strong as hits
MEKK2mut PB1 HTS = signal of MEK5 binding to mutant human MEKK2 PB1 domain. bead flow cytometry, Alexa488-MEK5 binding to MEKK2 mutant. percent response, % at 10 µM. hit rate 0.35% among 290,000. AID 1530; in the data active = percent response above about 24%, passing the limit was not always enough; note: inactives centre near 1; some results filed as inactive read as strong as hits; reference of the scale not given here
DNA FID counter = displaces DNA intercalator in HCV helicase counter-screen | inhibition, % at 7.9 µM | DNA fluorescent intercalator displacement, fluorescence | AID 1845 | hit rate 0.17% among 290,000; in the data active = inhibition above about 37%;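 note: 0% = vehicle and 100% = reference compound; higher means more ethidium bromide displaced from hairpin DNA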
MEKK2wt PB1 HTS = raises or lowers MEK5 binding to wildtype human MEKK2 PB1 domain; Q9Y2U5; bead flow cytometry, Alexa488-MEK5 binding to MEKK2 WT; actives lie on both sides; binding response (% of control), % at 10 µM; hit rate 1.1% among 290,000; AID 1531; in the data active = binding response below about 67% or above about 130%
PHOSPHO1 inh = blocks human PHOSPHO1 phosphatase activity; recombinant PHOSPHO1, absorbance phosphatase assay; inhibition, % at 13.3 µM; hit rate 1.1% among 290,000; AID 1565; in the data active = inhibition above about 60%
The depositor's hits bear a star; / = no result given; & = joins results of further samples. This is a subset; rates above refer to the full screens.

SMILES | MEKK3 PB1 HTS | OXTR ag | PfM18AAP inh | GPR7 antagonist | NALP1 inh | MEKK2mut PB1 HTS | DNA FID counter | MEKK2wt PB1 HTS | PHOSPHO1 inh
CN(C)CCN(C(=O)COc1ccc(Cl)cc1)c1nc2cc3c(cc2s1)OCO3 | 99.0 | 1.0 | 7.3 | -9.1 | 20.2 | 4.0 | 9.6 | 116.0 | 62.9*
Cc1ccc(/C=C2/C(=O)NC(=O)N(C)C2=O)cc1 | 109.0 | 1.5 | -8.7 | -7.4 | 27.2 | 1.0 | -2.1 | 106.0 | -0.5
CC(C)(C)NCC(O)c1cc(Cl)c(N)c(Cl)c1 (stereo not drawn) | 85.0 | 0.1 | -2.6 | -22.2 | 28.5 | 1.0 | -3.6 | 100.0 | 13.3
Cc1ncc(CN2CCCC(C(=O)c3sccc3C)C2)s1 (stereo not drawn) | 104.0 | 0.3 | -0.8 | -3.6 | 7.1 | -5.0 | -1.1 | 101.0 | 24.0
Cc1cccc(-n2c(/C=C/c3ccccn3)nc3ccccc3c2=O)c1 | 104.0 | -1.7 | 1.4 | -6.4 | -1.6 | 2.0 | -20.0 | 99.0 | /
O=S1(=O)CC2(N3CCOCC3)CCCCC21 (stereo not drawn) | 102.0 | 0.5 | -0.2 | -6.3 | 25.7 | 4.0 | 4.6 | 104.0 | -6.9
Cn1c(O)c(Cc2cccc(Cl)c2Cl)c(=O)n(C)c1=O | 101.0 | 0.0 | -7.3 | -2.5 | 7.7 | 1.0 | -3.8 | 104.0 | 22.9
COC(=O)c1cccc(N=Cc2c(O)n(Cc3ccc(F)cc3)c(=O)[nH]c2=O)c1 | 100.0 | -0.5 | -2.5 | -8.4 | / | 1.0 | -1.0 | 96.0 | 13.9
COc1ccc(C(=O)C2(C)N(O)C(C)C(c3cccs3)=[N+]2[O-])cc1 (stereo not drawn) | 104.0 | -0.8 | 1.7 | -4.3 | 39.9 | 3.0 | -5.2 | 102.0 | -6.9
COC(=O)C1=C(c2cc3ccccc3s2)C[C@@H]2CC[C@H]1N2C(=O)NC1CC1 | 106.0 | 0.0 | / | / | / | 7.0 | / | 102.0 | /
CCCc1nc2ccccc2c(=O)n1-c1ccccc1OC | 99.0 | -2.2 | -1.2 | 3.4 | -14.7 | 0.0 | -11.1 | 101.0 | 7.2
O=C1NC(=O)C(CCc2ccccn2)(Cc2ccc3c(c2)OCO3)C(=O)N1CCc1ccccc1 (stereo not drawn) | 100.0 | -1.9 | 4.7 | -7.2 | 44.0 | 1.0 | -4.5 | 102.0 | 14.7
CN1C2CCC1CC(OC(=O)c1ccc(Cl)cc1)(C(=O)O)C2 (stereo not drawn) | 97.0 | 0.2 | 4.8 | -8.4 | 18.7 | 1.0 | 1.5 | 99.0 | -1.5
O=C(NC(Oc1ccccc1)C(Cl)(Cl)Cl)c1ccccc1 (stereo not drawn) | 102.0 | -2.1 | -3.4 | -10.2 | 5.6 | 2.0 | -2.7 | 101.0 | 20.3
CN1CCN(Cc2nc3ccccc3n2C)CC1 | 105.0 | 1.3 | 0.2 | -3.3 | 6.5 | -2.0 | -0.9 | 100.0 | 8.8
COc1ccc(OC)c(N2C(=O)NC(=O)C(CCc3ccncc3)(CCc3ccncc3)C2=O)c1 | 99.0 | -0.4 | 1.9 | -12.5 | 13.8 | 0.0 | -22.3 | 100.0 | -9.2
COP(=O)(OC)/C(C=O)=N/Nc1ccc([N+](=O)[O-])cc1 | 94.0 | 0.2 | 4.9 | 2.5 | -22.0 | -8.0 | 0.6 | 93.0 | 8.1
CCCCn1c(O)c(C(CC)=NCCN2CCCCC2)c(=O)[nH]c1=O | 98.0 | 0.3 | -3.2 | 2.8 | 2.3 | 1.0 | -6.2 | 102.0 | 4.6
CCN1C[C@]2(C)CC[C@H](OC)[C@]34C2[C@H](OC(C)=O)[C@@]2(OCO[C@@]25C[C@H](OC)[C@H]2C[C@]3(O)C5[C@H]2OC)[C@@H]14 | 98.0 | -0.6 | 1.5 | -15.3 | 13.8 | 6.0 | -5.9 | 107.0 | /
COCCN1Cc2cc(=O)n3c([nH]c4ccccc43)c2C1=N | 100.0 | 0.3 | 4.5 | -8.7 | 18.9 | 1.0 | 7.7 | 100.0 | 6.4
COc1cc2c3c(c1OC)-c1cc(O)ccc1CC3NCC2 (stereo not drawn) | 105.0 | 0.4 | 4.9 | -7.2 | 10.4 | 8.0 | 3.0 | 105.0 | -20.8
O=C(COc1ccccc1)N1CCN(CC(O)COc2ccccc2)CC1 (stereo not drawn) | 105.0 | 1.5 | -1.4 | -2.1 | 7.9 | 2.0 | -15.5 | 106.0 | 15.2
O=C1NC(=O)C(=Cc2ccccc2Oc2ccc(F)cc2)C(=O)N1 | 116.0 | / | 5.6 | -7.6 | 6.9 | -1.0 | -10.0 | 105.0 | -4.6
COc1ccc(-c2cc(=O)c3c(OC)c(OC)c(OC)cc3o2)cc1 | 102.0 | 3.6 | 1.4 | -5.6 | -15.6 | 2.0 | -30.6 | 97.0 | 7.8
CCCC[n+]1cc(/N=C(\[O-])OC)on1 | 106.0 | 0.9 | 5.7 | -8.1 | 7.8 | 5.0 | -5.6 | 99.0 | 32.3
COc1ccccc1N1CCNCC1 | 102.0 | 1.1 | / | / | 10.4 | 3.0 | / | 105.0 | -41.4
O=c1[nH]c(N2CCN(Cc3ccc4c(c3)OCO4)CC2)nc2c1CCC2 | 106.0 | -1.2 | 5.5 | -7.8 | 12.8 | 13.0 | -11.8 | 101.0 | -14.2
COc1cc(/C=N/NC(=O)Cn2c([N+](=O)[O-])cnc2C)ccc1OC(=O)N(C)C | 98.0 | -0.5 | -1.0 | -6.0 | 1.1 | 0.0 | -10.5 | 102.0 | 11.5
Cc1ccc(-n2c(O)c(C=NCc3ccco3)c(=O)[nH]c2=S)cc1C | 95.0 | -0.9 | 15.8 | -8.4 | -3.3 | -12.0 | -27.4 | 100.0 | -6.3
CC(C)N(CCC(C(N)=O)(c1ccccc1)c1ccccn1)C(C)C (stereo not drawn) | 93.0 | -0.1&0.1 | -9.3 | -16.1 | 5.5 | 5.0 | 0.9 | 103.0 | -6.3
CN1C(=O)/C(=C/C=C/c2ccco2)C(=O)NC1=S | 95.0 | 1.1 | 13.5 | -9.8 | / | -5.0 | -4.4 | 80.0 | -58.8
O=c1c2ccccc2[nH]c(=S)n1-c1ccc2c(c1)OCO2 | / | -0.7 | 2.1 | -5.3 | -3.3 | / | 2.3 | / | 18.2
O=C1NC(=O)N(Cc2ccccc2)C(=O)/C1=C\C=C\c1ccco1 | 103.0 | 6.1 | 29.9* | 0.8 | -3.8 | 6.0 | -13.0 | 98.0 | -14.8
CN1C(=O)N(C)C(=O)C2(Sc3ccccc3C2=O)C1=O | 100.0 | -0.1 | 0.9 | -10.5 | -12.1 | 4.0 | 2.0 | 86.0 | 10.8
CC1(C)CN2C(c3ccc(Cl)cc3)N2C1 (stereo not drawn) | 103.0 | -0.3 | -13.9 | -8.4 | 8.4 | 5.0 | 1.5 | 109.0 | 13.5
CS(=O)(=O)NNP(=O)(NNS(C)(=O)=O)NC(=O)c1ccccc1 | 105.0 | 0.9 | 5.3 | -8.4 | 16.1 | 5.0 | 2.3 | 108.0 | 18.9

Fetched by compound from the entries so far:
SMILES | MEKK3 PB1 HTS | OXTR ag | PfM18AAP inh | GPR7 antagonist | NALP1 inh | MEKK2mut PB1 HTS | DNA FID counter | MEKK2wt PB1 HTS | PHOSPHO1 inh
CN1C(=O)/C(=C/C=C/c2ccco2)C(=O)NC1=S | 95.0 | 1.1 | 13.5 | -9.8 | / | -5.0 | -4.4 | 80.0 | -58.8
CCCC[n+]1cc(/N=C(\[O-])OC)on1 | 106.0 | 0.9 | 5.7 | -8.1 | 7.8 | 5.0 | -5.6 | 99.0 | 32.3
COc1cc(/C=N/NC(=O)Cn2c([N+](=O)[O-])cnc2C)ccc1OC(=O)N(C)C | 98.0 | -0.5 | -1.0 | -6.0 | 1.1 | 0.0 | -10.5 | 102.0 | 11.5

Other records:
SMILES | MEKK3 PB1 HTS | OXTR ag | PfM18AAP inh | GPR7 antagonist | NALP1 inh | MEKK2mut PB1 HTS | DNA FID counter | MEKK2wt PB1 HTS | PHOSPHO1 inh
O=c1[nH]sc2cc(F)ccc12 | 100.0 | / | 57.7* | -8.8 | 6.5 | -1.0 | -0.1 | 99.0 | -18.8
COc1ccc(CN2CCCCC2c2cccnc2)cc1C (stereo not drawn) | 102.0 | -1.0 | -5.0 | -5.4 | 36.6 | 0.0 | -3.1 | 95.0 | -19.3
CCCC12CN3CCN(CC(C3)/C1=N\NC(=O)c1ccncc1)C2 | 100.0 | 0.3 | -0.6 | -17.0 | 2.5 | -4.0 | -6.0 | 92.0 | -25.8
O=c1oc2ccccc2c(O)c1C(c1ccc([N+](=O)[O-])cc1)c1c(O)c2ccccc2oc1=O | 98.0 | / | 14.3 | -15.9 | -16.9 | -6.0 | 36.6 | 94.0 | 11.2
CN1CCN(c2ccc([N+](=O)[O-])c(SCCO)c2)CC1 | 97.0 | 3.7 | 5.4 | 3.5 | 14.7 | -7.0 | 11.4 | 91.0 | -3.4
CCCC[N+]12CCC(CC1)C(Cc1ccccc1)C2 (stereo not drawn) | 86.0 | 1.0 | -10.0 | -5.0 | 14.4 | -25.0 | 1.3 | 74.0 | 32.7
CCCCCCn1c(=O)c(C(=O)Nc2ncccc2C)c(O)c2ccccc21 | 104.0 | 37.8* | 1.2 | -7.2 | 2.7 | 9.0 | -16.1 | 105.0 | 24.7
CC(=NCC1CCCO1)c1c(O)n(-c2ccccc2C)c(=O)[nH]c1=O (stereo not drawn) | 103.0 | 1.1 | -3.9 | -10.8 | -0.2 | -2.0 | -3.4 | 98.0 | -20.6
Cc1ccsc1C(=O)C1CCCN(Cc2sc(N(C)C)nc2Cl)C1 (stereo not drawn) | 106.0 | -1.3 | -9.6 | -8.1 | 17.4 | 1.0 | 11.7 | 101.0 | 6.4
COc1ccc(CCC(=O)N2CCC3(CC2)OCCO3)cc1 | 98.0 | 1.1 | -1.8 | -5.8 | 3.3 | 0.0 | -1.0 | 103.0 | -35.8
COc1ccc(CCNCc2ccccc2F)cc1OC | 108.0 | 0.3 | 3.3 | -7.7 | 14.9 | 3.0 | 8.7 | 107.0 | -10.4
Cc1cccc(-n2c(O)c(C=Nc3ccc(S(N)(=O)=O)cc3)c(=O)[nH]c2=O)c1 | 112.0 | 1.3 | 3.8 | 1.9 | 14.9 | -1.0 | -12.5 | 104.0 | -11.0
O=C(O)[C@H]1NC[C@H]2C[C@H]21 | 105.0 | -0.5 | -10.3 | -9.3 | 3.8 | 7.0 | 0.7 | 102.0 | 14.0
CN(C)CCc1nc2ccccc2c(=O)n1-c1ccccc1 | 101.0 | 1.2 | -12.2 | -10.6 | 21.6 | 7.0 | 4.2 | 102.0 | 10.4
Cc1ccc(CC(=O)N2CCN(Cc3ccccc3)CC2)cc1 | 112.0 | -0.8 | 8.3 | -1.5 | 7.6 | -7.0 | -8.6 | 101.0 | 52.3
CCOC(=O)C1=C(C)OC(N)=C(C#N)C12C(=O)Nc1ccc(C)cc12 (stereo not drawn) | 101.0 | 0.3 | 1.1 | 0.7 | 22.1 | -2.0 | -8.3 | 95.0 | 4.6
CCC(=NCc1ccc(F)cc1)c1c(O)n(C)c(=O)n(C)c1=O | 97.0 | 12.8 | 1.5 | 6.5 | 12.8 | -3.0 | -3.2 | 97.0 | 13.3
Oc1ccc2ccccc2c1CN1CC=C(c2ccccc2)CC1 | / | 0.0 | -0.3 | 0.5 | -3.7 | / | 0.4 | / | -68.6
O=C(Nc1cccc(Cl)c1)N1C[C@H]2C[C@@H](C1)c1cccc(=O)n1C2 | 96.0 | -0.9 | 1.7 | -4.1 | -14.9 | -2.0 | 5.1 | 96.0 | 33.8
COc1ccc2c(c1)c(C(=O)CN1CCN(C)CC1)c(C)n2Cc1ccccc1 | 103.0 | 1.1 | 8.5 | 7.5 | 24.8 | 23.0 | 29.8 | 141.0* | 25.9
